Diaph inh CS: counter-screen for diaphorase-based assays: diaphorase inhibitors and chemical oxidizers | diaphorase resazurin-to-resorufin fluorescence, NADH, 16 min; bacterial (C. kluyveri) enzyme, not human | inhibition, % at 20 µM | 190,000 tested, 0.69% active;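 active = primary screen inhibition at 20 µM above a set limit, cut at about 50% in these data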;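 also: plate controls were DMSO with full reaction for no effect and wells lacking NADH for full effect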
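Benchmarks: positive control wells lacking NADH, neutral wells with DMSO only. System: bacterial diaphorase enzyme (C. kluyveri). Input: 0.14 U/mL diaphorase, enzyme working solution. Detection: resorufin fluorescence, excitation 544 nm, emission 590 nm. Times: 16-min room-temperature incubation before reading.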
RAM network inh: yeast RAM network inhibition; 190,000 tested, 1.8% active; S. cerevisiae dse1pr::URA3 reporter, 5-FOA growth OD615, 2 d; analog-sensitive cbk1-as2 kinase mutant strain; inhibition, % at 50 µM; AID 868;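 active = inhibition above a set limit, 3 SD over mean compound inhibition, cut at about 8.4% in these data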;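 also: 0% = DMSO-only wells with no growth and 100% = 10 µM 1-NA-PP1 full growth; inhibition rescues growth on 5-FOA so higher OD means more RAM inhibition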
TLR4-MyD88 BLA: TLR4-MyD88 interaction inhibition in cells. O00206+Q99836. HeLa CL3-4 TLR4/MyD88 BLA complementation, FRET ratio. inhibition, % at 8.4 µM. 200,000 tested, 0.18% active. AID 861; in the data active = inhibition above about 25%;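 also: 0% = vehicle and 100% = reference inhibitor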
S1P3 antagonist: antagonists of human S1P3 receptor. Q99500. CHO S1P3 NFAT-BLA reporter, FRET fluorescence, antagonist mode. 170,000 tested, 0.27% active. inhibition, % at 4.98 µM;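 active = inhibition above the plate cutoff, the mean inhibition of test wells on that plate plus 3 SD, cut at about 28% in these data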;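 also: cells challenged with S1P at its EC80 of 0.8 µM; blue over green emission ratio from cleaved BLA substrate after 4 h stimulation; 0% = S1P-stimulated wells and 100% = unstimulated DMSO-only wells; some compounds past the cut are filed as inactive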
Target sequence (Q99500 whole entry, looked up): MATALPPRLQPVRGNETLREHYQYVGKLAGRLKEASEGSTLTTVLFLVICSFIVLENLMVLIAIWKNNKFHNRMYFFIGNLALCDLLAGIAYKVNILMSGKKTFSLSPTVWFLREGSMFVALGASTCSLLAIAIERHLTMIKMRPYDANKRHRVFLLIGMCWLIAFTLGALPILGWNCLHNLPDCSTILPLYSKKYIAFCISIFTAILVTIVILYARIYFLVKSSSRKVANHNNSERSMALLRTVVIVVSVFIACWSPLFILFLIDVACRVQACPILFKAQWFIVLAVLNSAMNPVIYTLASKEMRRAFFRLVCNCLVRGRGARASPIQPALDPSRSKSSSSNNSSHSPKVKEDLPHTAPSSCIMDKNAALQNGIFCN
DTT redox prof: compounds producing H2O2 with reducing agent – biochemical, NIH compound library profiling, artefact control for MLSCN library redox annotation, primary screen | DTT-dependent redox cycling H2O2, phenol red/HRP absorbance; 100% = 100 µM peroxide control, 0% = buffer | activation, % at 10 µM | 200,000 tested, 0.03% active | AID 878;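 active = activation of at least 50% relative to the plate's high and low controls in the primary single-dose screen; inactive = activation below 50%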;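 also: compound incubated with DTT at 0.8 mM final as the reducing agent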
Diaphorase act: counter-screen for diaphorase-based assays: diaphorase activators and chemical reducers. 190,000 tested, 0.005% active. AID 1229. activation factor at 20 µM. Diaphorase/resazurin coupled assay, resorufin fluorescence, 16 min; hits give high values; 1 = vehicle wells, 0 = NADH-free wells;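 active = diaphorase activity raised at least twofold by the compound at 20 µM; inactive = activation factor below 2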
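Test system: Clostridium kluyveri diaphorase, purified enzyme; input: enzyme 0.07 U/mL final; buffer or medium: 50 mM HEPES pH 7.4 with 4.542 mM MgCl2, 0.005% Tween 20; also added: 0.114 mM NADH and 0.1 mM resazurin, final amounts; schedule: 16 min enzyme reaction, ambient temperature; technique: fluorescence of resorufin, 544 nm excitation, 590 nm emission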
G6PDH CS: counter-screen for G6PDH assay hits: L. mesenteroides G6PDH inhibition; inhibition, % at 5 µM; 200,000 tested, 0.12% active; Purified L. mesenteroides G6PDH, diaphorase/resazurin coupled fluorescence, 45 min
PMI act hi M6P: increases human PMI activity with near-saturating mannose 6-phosphate. P34949. AID 1216. 190,000 tested, 0.34% active. activation factor at 20 µM. coupled PMI enzyme assay, resazurin fluorescence, 20 min; hits give high values; 1 = untreated enzyme, 0 = substrate-free blank;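 active = activation factor of 2 or more at 20 µM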
Target sequence (P34949 whole entry, looked up): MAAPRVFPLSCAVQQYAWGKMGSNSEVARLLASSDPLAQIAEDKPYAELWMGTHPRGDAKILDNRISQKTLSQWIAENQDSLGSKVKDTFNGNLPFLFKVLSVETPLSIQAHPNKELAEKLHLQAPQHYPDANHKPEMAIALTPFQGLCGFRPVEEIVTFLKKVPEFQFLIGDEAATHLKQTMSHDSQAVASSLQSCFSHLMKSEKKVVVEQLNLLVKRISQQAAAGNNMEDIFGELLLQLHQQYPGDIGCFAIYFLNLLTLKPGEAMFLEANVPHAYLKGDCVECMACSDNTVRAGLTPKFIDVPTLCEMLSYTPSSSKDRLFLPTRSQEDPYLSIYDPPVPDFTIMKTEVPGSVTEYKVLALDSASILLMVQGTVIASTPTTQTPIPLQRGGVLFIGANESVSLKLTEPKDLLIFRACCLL
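test system = human PMI in coupled enzyme assay | medium = HEPES-buffered pH 7.4 with magnesium and detergent | also added = 1.0 mM mannose-6-phosphate substrate with 0.22 mM NADP+ | compound = 20 µM single dose | times = 20 min incubation at room temperature | measured by = resorufin fluorescence (Ex 544/Em 590 nm) from resazurin via diaphorase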
Hsp70 activator: transcriptional activators of Hsp70; HeLa Hsp70 promoter luciferase reporter, luminescence; scaled: vehicle 0, proteasome-inhibitor control 100%; activation, % at 10 µM; 200,000 tested, 0.04% active; AID 1203;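 active = activation above the mean across all tested compounds plus 3 SD, cutoff set per campaign, cut at about 5.5% in these data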;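 also: 100% = MG132 at 30 µM as the positive control and 0% = DMSO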
PMI act: activators of human phosphomannose isomerase. P34949. AID 1214. 190,000 tested, 0.005% active. activation factor at 20 µM. purified human PMI, coupled resazurin fluorescence, 20 min; hits give high values; 1 = vehicle control, 0 substrate-free wells;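 active = activation factor of 2 or more at 20 µM, relative to plate controls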
L major viab: reduces viability of Leishmania major promastigotes; resazurin fluorescence viability; inhibition, % at 10 µM; 200,000 tested, 9% active; AID 1063;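 also: promastigotes grown with compound for 44 hours at 28 °C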
* hit, by the source's call; · = no result given. Rule as the data show it, unless noted: active = inhibition above about 50%; inactive = the rest.

SMILES	Diaph inh CS	RAM network inh	TLR4-MyD88 BLA	S1P3 antagonist	DTT redox prof	Diaphorase act	G6PDH CS	PMI act hi M6P	Hsp70 activator	PMI act	L major viab
CCNC(=S)N1CCN(C(=O)c2ccco2)CC1	2.4	0.0	12.9	·	-7.7	1	5.7	1	0.0	1.1	-0.3
CCc1ccc(NC2Nc3cc(C)nn3S2)cc1 (stereo unspecified)	8.9	1.2	6.8	1.1	0.2	0.9	3.4	0.6	0.0	0.3	-0.2
C=CCN(c1ccc(C(=O)Nc2cc(C)cc(C)c2)cc1)S(C)(=O)=O	11.8	1.6	4.8	-0.4	0.3	0.9	-1.2	1	-0.4	0.9	76.0*
Cc1ccc(-c2cc3nn(-c4ccccc4)c(N)c3c(=O)o2)cc1	9.5	3.4	-0.6	·	-4.8	0.9	-3.7	0.9	0.2	0.9	20.9
CC(Sc1nc(N2CCOCC2)nc(N2CCOCC2)n1)C(=O)Nc1ccccc1 (stereo unspecified)	9.7	1.9	-0.4	·	-3.4	0.9	8.4	1	0.0	1	9.8
O=C(Nc1ccc(N2CCCCC2)cc1)c1ccc(F)cc1	6.7	0.7	14.2	1.7	3.2	0.9	-10.7	1	0.4	1	1.7
O=[N+]([O-])c1cccc(/C([O-])=C(/C(=S)Nc2cccc3ccccc23)[n+]2ccccc2)c1	31.9	0.1	16.0	-13.3	0.5	0.7	-17.5	0.9	-0.2	0.6	1.5
CCOc1ccc(C(=O)NCC(C)C)cc1	3.2	0.8	0.9	·	0.1	1	-6.8	1	-0.3	1	-4.7
Cc1cccc(N2CCN(C(=S)NCCc3ccccc3)CC2)c1C	-2.8	4.7	-6.9	-15.5	-0.3	1	18.6	1.1	-0.5	1.1	31.3
Cc1ccc(-n2[nH]c(C)c(C=Nc3ccc(S(=O)(=O)Nc4nccs4)cc3)c2=O)cc1C	13.5	1.2	5.2	-5.9	0.6	0.9	6.1	1	-0.5	0.9	-6.3
CC(C)N(C(=O)CSc1ncnc2sc(-c3ccccc3)cc12)C(C)C	19.4	2.6	1.5	·	0.2	0.8	4.1	1	-0.1	0.9	-4.2
COc1ccc(-c2csc(-c3[nH]cnc3N)n2)cc1	8.8	2.9	-10.3	1.4	-0.4	0.9	11.1	1.5	-0.1	1.5	96.2*
CCN(CC)C(=O)N1CCC(NC(=O)c2ccc(C(C)(C)C)cc2)CC1	2.4	0.7	3.2	-12.4	1.9	1	9.4	1.1	-0.2	1.1	-1.3
CC(NC(=O)c1ccc(Cl)cc1)C(=O)NC1=NCCS1 (stereo unspecified)	2.6	1.1	1.2	20.6	-1.8	1	3.4	1	-0.2	1	-6.0
CCn1c(SCC(=O)Nc2cc(C)on2)nc2sc3c(c2c1=O)CCCC3	1.7	0.1	-5.5	-9.9	0.0	1	2.2	1	-0.3	1.1	-0.1
CC1CCCN(c2ccc(F)cc2N)C1 (stereo unspecified)	22.4	2.3	-1.3	-11.8	-1.6	0.8	5.1	0.9	-0.7	1.3	-3.8
CCOC(=O)c1c(C)oc2c1c(C(c1ccncc1)N1CCOCC1)c(O)c1ccccc12 (stereo unspecified)	21.2	0.0	1.1	1.2	3.4	0.8	-30.8	0.9	0.3	0.8	72.7*
Cn1cc(Br)c(C(=O)NC2CCCCC2)n1	-0.7	0.7	18.4	4.3	2.4	1	1.0	1	-0.4	1	-1.5
CC(C)C(NC(N)=O)C(=O)NC1CCCCC1 (stereo unspecified)	-3.6	2.1	-1.6	-10.6	-1.6	1	5.9	1.1	-0.3	1.2	-1.0
O=C(CCc1ccc(S(=O)(=O)N2CCOCC2)cc1)N/N=C/c1ccc(F)cc1F	8.7	3.5	2.9	-17.1	-0.9	0.9	5.2	0.9	-0.1	1	10.5
O=C(O)c1cn(Cc2cccnc2)c(=O)c2ccccc12	7.3	1.5	13.3	4.2	-1.0	0.9	4.3	1	-0.3	1	-4.3
CCN(C(=O)CSc1nnc2ccccn12)c1c(N)n(Cc2ccccc2)c(=O)[nH]c1=O	-2.3	0.8	-5.8	-15.2	0.2	1	-4.0	1.1	-0.4	1	-5.6
O=C(Nc1nnc(SCc2ccccc2)s1)c1cc2c(s1)CCCC2	7.1	2.8	-2.6	·	0.8	0.9	-5.3	1	-0.2	1	-4.2
CCOC(=O)c1cnn2c(C(F)F)cc(C3CC3)nc12	4.7	0.6	-25.2	5.6	2.3	1	-0.3	1	1.6	1	1.3
CCOc1ccccc1OCC(=O)O	-7.4	0.9	0.0	11.8	0.7	1.1	3.7	1.2	0.0	1.1	-0.2

Brought forward from above: 4 entries; new compounds follow.
SMILES	Diaph inh CS	RAM network inh	TLR4-MyD88 BLA	S1P3 antagonist	DTT redox prof	Diaphorase act	G6PDH CS	PMI act hi M6P	Hsp70 activator	PMI act	L major viab
CCN(C(=O)CSc1nnc2ccccn12)c1c(N)n(Cc2ccccc2)c(=O)[nH]c1=O	-2.3	0.8	-5.8	-15.2	0.2	1	-4.0	1.1	-0.4	1	-5.6
O=C(Nc1nnc(SCc2ccccc2)s1)c1cc2c(s1)CCCC2	7.1	2.8	-2.6	·	0.8	0.9	-5.3	1	-0.2	1	-4.2
CCOC(=O)c1cnn2c(C(F)F)cc(C3CC3)nc12	4.7	0.6	-25.2	5.6	2.3	1	-0.3	1	1.6	1	1.3
CCOc1ccccc1OCC(=O)O	-7.4	0.9	0.0	11.8	0.7	1.1	3.7	1.2	0.0	1.1	-0.2
O=S(=O)(/N=C(/NS(=O)(=O)c1ccccc1)c1ccccc1)c1ccccc1	-0.4	1.2	9.1	-0.9	0.3	1	11.3	1.1	-0.2	1.1	-5.8
Cc1c(Br)c([N+](=O)[O-])nn1CCCC(=O)Nc1sc2c(c1C(N)=O)CCC(C)C2 (stereo unspecified)	11.9	2.4	-4.8	-11.6	0.4	0.9	-15.2	1	-0.4	0.9	42.7
CCCCNC(=S)NCc1ccc2[nH]c(C)cc2c1	6.4	4.0	0.2	-6.4	0.6	0.9	2.8	1	-0.1	1	1.6
CCOC(=O)C1C(=O)NC(c2ccccc2)=NC1c1ccc(Cl)cc1 (stereo unspecified)	10.6	0.2	-5.8	·	1.6	0.9	-5.7	1	-0.1	1	8.3
O=C(O)CCc1ccc(-c2ccc(Cl)cc2)o1	6.1	-0.1	7.1	·	0.7	0.9	17.8	1.1	-0.2	1	-1.4
C/C(=N\NC(=O)c1ccn(C)n1)c1cccc(NC(=O)c2ccc(C)s2)c1	8.7	-0.6	-2.3	5.2	-0.4	0.9	-0.9	1	0.0	1	-4.5
CCO/N=C1\C(=O)N(c2ccccc2)c2ccccc21	19.6	-0.8	0.4	5.4	-0.3	0.8	3.2	0.9	-0.2	0.9	15.9
O=c1[nH]c(SCc2cc(=O)n3ccccc3n2)nc2c1CCC2	·	·	-5.5	-34.1	2.2	·	·	·	0.3	·	-5.9
COC(=O)C1=C(N)c2ccccc2C1(C#N)c1ccccc1 (stereo unspecified)	-3.6	-0.7	-3.4	·	0.1	1	-3.0	1.1	-0.5	1.1	13.3
COc1ccc(NC(=O)c2ccc(COCC(F)(F)C(F)F)cc2)cc1	1.0	1.7	1.1	-12.6	0.4	1	16.4	0.9	-0.2	0.9	3.1
COc1ccc(OCc2n[nH]c(=S)n2N)cc1	8.2	1.8	5.8	-10.6	0.1	0.9	2.9	0.4	0.0	0.2	-7.9
CC1=CC2=NC(=O)CC(C)(C(=O)N(CC(=O)NC(C)C)C3CCCC3)N2C=C1 (stereo unspecified)	-0.7	0.4	-2.2	-12.5	-0.8	1	18.1	1	-0.2	1	-10.1
CCOC(=O)CC(=O)CSc1nc2ccc(C)cc2cc1C#N	37.2	2.4	15.0	21.8	2.3	0.6	-2.8	1.4	0.1	1.1	8.9
C=CCN(CC=C)S(=O)(=O)c1ccc2nc(NC(=O)C3CCCO3)sc2c1 (stereo unspecified)	7.7	2.1	-3.8	0.3	0.1	0.9	5.2	1	-0.3	1	68.0*
CC(Sc1nc(-c2ccccc2)cs1)C(=O)Nc1ccc(Cl)cn1 (stereo unspecified)	14.6	9.5*	0.9	-5.2	0.0	0.9	-13.0	0.8	-0.5	0.8	22.1
O=C1CCC2CCCCC2(O)O1 (stereo unspecified)	19.9	1.1	1.1	-16.4	3.2	0.8	7.2	1	-0.3	0.9	-6.5
Clc1ccc(-n2nnc(-c3cccnc3Cl)n2)cn1	10.1	4.3	-0.6	-6.0	-0.1	0.9	8.7	0.9	0.6	0.9	-3.5
CCCCOC(=O)CSc1nnc(-c2ccc(Cl)cc2Cl)o1	4.9	2.7	-7.5	-8.0	-4.3	1	8.1	1	0.2	1	1.2
CCOC(=O)Cn1c(=O)cc(C)c2ccccc21	-9.8	0.9	12.9	-8.0	0.1	1.1	9.3	1.1	-0.2	1	-2.1
CCOC(=O)NC(Nc1sc2c(c1C(N)=O)CCCC2)(C(=O)OCC)C(F)(F)F (stereo unspecified)	12.0	1.1	-6.9	·	0.1	0.9	7.8	0.7	-0.2	1	-0.8
O=C(NCc1ccc(F)cc1)C1CC(=O)N(CCc2ccccc2)C1 (stereo unspecified)	-4.3	1.2	-5.0	1.7	-1.6	1	8.0	1.1	0.0	1	-7.3
Cc1cc(-c2n[nH]c(=S)n2Cc2ccccc2)cs1	29.9	0.7	-16.1	5.0	0.0	0.7	-3.9	0.8	-0.4	0.9	-6.9
O=C1c2ccccc2S(=O)(=O)c2cc(C(=O)N(c3ccccn3)c3ccccn3)ccc21	19.5	1.5	0.6	-5.8	0.2	0.8	13.0	1	-0.4	0.9	-2.8
COc1ccc(-c2nc(C#N)c(NCc3ccco3)o2)cc1	29.8	-0.7	-2.0	7.2	0.3	0.7	-4.7	0.9	-0.3	0.9	4.1
CC1SC(C)C(=O)N(CC(=O)NC2CCCCC2)C1=O (stereo unspecified)	-14.9	-0.1	-0.2	3.6	-1.3	1.1	-3.5	1.1	-0.2	1.2	-3.5
C=CCNC(=O)/C(C#N)=C/c1ccc2c(c1)OCCO2	0.1	1.4	-5.3	-9.8	-0.9	1	-1.7	1.1	-0.1	1.1	-0.6
CC(=O)NS(=O)(=O)c1ccc(NC(=O)CSc2ccc(C)cc2)cc1	8.0	0.0	2.2	-1.9	-1.9	0.9	0.0	0.9	-0.1	1.2	-7.3

High-throughput results from PubChem.
